High-throughput results as filed in PubChem.
CHT PAM = human CHT allosteric activation | Q9GZV3 | CHT-expressing cells, membrane potential dye, choline EC20; active compounds read high; LV-AA mutant CHT in HEK293 cells | B-score at 10 µM | hit rate 0.49% among 310,000 | AID 488977;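 active means initial fluorescence not abnormally high and integrated response B-score, plate-corrected, over 3 SD above library mean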
Target sequence (Q9GZV3 whole entry, looked up): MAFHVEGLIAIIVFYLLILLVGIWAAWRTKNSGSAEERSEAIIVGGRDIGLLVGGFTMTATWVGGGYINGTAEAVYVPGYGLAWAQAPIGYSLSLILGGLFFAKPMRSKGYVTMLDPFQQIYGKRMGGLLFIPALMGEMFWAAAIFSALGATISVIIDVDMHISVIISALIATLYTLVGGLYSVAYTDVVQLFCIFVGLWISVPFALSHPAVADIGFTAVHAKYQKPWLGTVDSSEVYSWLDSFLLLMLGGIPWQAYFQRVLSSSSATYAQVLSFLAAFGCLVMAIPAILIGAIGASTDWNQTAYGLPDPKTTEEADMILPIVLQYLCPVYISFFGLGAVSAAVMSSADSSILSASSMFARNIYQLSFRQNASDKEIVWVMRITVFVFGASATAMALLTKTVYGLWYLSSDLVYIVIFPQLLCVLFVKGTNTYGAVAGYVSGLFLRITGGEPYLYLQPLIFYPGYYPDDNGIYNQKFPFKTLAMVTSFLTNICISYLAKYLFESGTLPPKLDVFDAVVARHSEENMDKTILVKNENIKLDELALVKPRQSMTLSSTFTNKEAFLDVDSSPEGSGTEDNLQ
STK33 kinase inh = human STK33 kinase inhibition; Q9BYT3; purified STK33, MBP phosphorylation, ADP-Glo luminescence; inhibition, % at 10 µM; hit rate 0.073% among 320,000;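 active means inhibition at or above 25%, using the most active replicate where run in duplicate; inactive means inhibition below 25%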
Target sequence (Q9BYT3 whole entry, looked up): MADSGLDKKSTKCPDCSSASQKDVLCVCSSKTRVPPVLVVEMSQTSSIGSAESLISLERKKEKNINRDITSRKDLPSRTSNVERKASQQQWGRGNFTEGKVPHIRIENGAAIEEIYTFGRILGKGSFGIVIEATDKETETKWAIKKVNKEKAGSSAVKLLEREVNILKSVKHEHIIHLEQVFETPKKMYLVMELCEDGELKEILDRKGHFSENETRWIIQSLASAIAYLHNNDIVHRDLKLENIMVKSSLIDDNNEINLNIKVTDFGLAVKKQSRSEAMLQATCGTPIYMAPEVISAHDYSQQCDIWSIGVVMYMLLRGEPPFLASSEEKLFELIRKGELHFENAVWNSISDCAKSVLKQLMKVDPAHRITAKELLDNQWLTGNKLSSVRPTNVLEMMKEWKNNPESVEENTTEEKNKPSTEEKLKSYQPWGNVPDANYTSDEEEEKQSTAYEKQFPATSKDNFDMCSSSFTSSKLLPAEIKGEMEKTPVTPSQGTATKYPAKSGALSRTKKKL
CHT inh = inhibits the human high affinity choline transporter. Q9GZV3. CHT-expressing cells, membrane potential dye, choline response; active compounds read low. B-score at 10 µM. hit rate 0.86% among 310,000. AID 488975;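 active means B-score over 3 SD under the library average, and starting fluorescence ratio not unusually high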;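 further: choline stimulus applied at its EC90 after an EC20 pre-addition; B-score computed on integrated fluorescence ratio after choline addition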
An asterisk follows results filed as active; i = inactive; / = not tested or not shown.

The first 14 compounds as a preview:
SMILES	CHT PAM	STK33 kinase inh	CHT inh
CCN(CC)CCCn1c2c(c(SCC(=O)Nc3cccc(C)c3C)nc1=O)CCC2	i	-0.4	i
O=C(CCN1CCN(C(c2ccccc2)c2ccccc2)CC1)N/N=C/c1ccc(O)cc1	i	-0.4	i
Nc1ccc(Oc2ccc3c(c2)OCO3)cc1	i	-0.3	i
Cc1ccc(C(C)NC(=S)NC2CCCCC2)cc1C (stereo not given)	i	18	-12*
COCCCn1c(C(=O)NCCC2=CCCCC2)cc2c(=O)n3cccc(C)c3nc21	i	-0.5	i
COC(=O)c1ccc(N2C(=O)C3C4C=CC(CC4)C3C2=O)cc1 (stereo not given)	i	-0.9	i
COc1ccccc1N1CCN(C(=O)c2cccc(N3C(=O)NC4CC3(C)Oc3c(OC)cccc34)c2)CC1 (stereo not given)	i	3.1	i
CCCSC1=C(C#N)C(c2cccs2)C(C(=O)Nc2ccccc2)=C(C)N1 (stereo not given)	i	-0.3	i
CNC(=S)N(Cc1ccc(OC)cc1)C1CC(=O)N(c2ccc(OC)cc2)C1=O (stereo not given)	i	12	i
COC(=O)c1cc(C(=O)OC)cc(N2C(=O)CC(NNC(=O)c3ccc(C)cc3)C2=O)c1 (stereo not given)	i	-1.6	-5.4*
Cc1[nH]c2c(C)cccc2c1CCNC(=O)c1ccc2c(c1[N+](=O)[O-])C(=O)c1ccccc1C2=O	i	-0.5	i
Cc1ccccc1NC(=O)Cc1nc(COC(=O)CNS(=O)(=O)c2cccc(Br)c2)cs1	i	-2.4	i
CCOC(=O)CNC(=O)CSc1nc2cccnc2n1CC	i	-1.2	i
Fc1cccc(NC(=S)NCCN2CCOCC2)c1	i	-2.6	i

Results, from the start:
SMILES	CHT PAM	STK33 kinase inh	CHT inh
CCN(CC)CCCn1c2c(c(SCC(=O)Nc3cccc(C)c3C)nc1=O)CCC2	i	-0.4	i
O=C(CCN1CCN(C(c2ccccc2)c2ccccc2)CC1)N/N=C/c1ccc(O)cc1	i	-0.4	i
Nc1ccc(Oc2ccc3c(c2)OCO3)cc1	i	-0.3	i
Cc1ccc(C(C)NC(=S)NC2CCCCC2)cc1C (stereo not given)	i	18	-12*
COCCCn1c(C(=O)NCCC2=CCCCC2)cc2c(=O)n3cccc(C)c3nc21	i	-0.5	i
COC(=O)c1ccc(N2C(=O)C3C4C=CC(CC4)C3C2=O)cc1 (stereo not given)	i	-0.9	i
COc1ccccc1N1CCN(C(=O)c2cccc(N3C(=O)NC4CC3(C)Oc3c(OC)cccc34)c2)CC1 (stereo not given)	i	3.1	i
CCCSC1=C(C#N)C(c2cccs2)C(C(=O)Nc2ccccc2)=C(C)N1 (stereo not given)	i	-0.3	i
CNC(=S)N(Cc1ccc(OC)cc1)C1CC(=O)N(c2ccc(OC)cc2)C1=O (stereo not given)	i	12	i
COC(=O)c1cc(C(=O)OC)cc(N2C(=O)CC(NNC(=O)c3ccc(C)cc3)C2=O)c1 (stereo not given)	i	-1.6	-5.4*
Cc1[nH]c2c(C)cccc2c1CCNC(=O)c1ccc2c(c1[N+](=O)[O-])C(=O)c1ccccc1C2=O	i	-0.5	i
Cc1ccccc1NC(=O)Cc1nc(COC(=O)CNS(=O)(=O)c2cccc(Br)c2)cs1	i	-2.4	i
CCOC(=O)CNC(=O)CSc1nc2cccnc2n1CC	i	-1.2	i
Fc1cccc(NC(=S)NCCN2CCOCC2)c1	i	-2.6	i
O=C(CNC(=O)c1ccco1)OCC(=O)c1ccc(Br)cc1	i	0.2	i
COc1ccc(NC(=O)CN2CCC(n3c(C)nc4cc(F)ccc43)CC2)c(OC)c1	i	-2.1	i
O=C(CSC1=Nc2ccccc2C2=NC(c3ccccc3)C(=O)N12)NCC1CCCO1 (stereo not given)	i	0.7	i
C=CCN1C=C2C(=O)C(C)(OC(=O)c3cnc4ccccc4n3)C(=O)C=C2C=C1/C=C/COC (stereo not given)	i	1.2	i
O=C(CC1NCCNC1=O)OCc1ccccc1 (stereo not given)	i	1.0	i
COc1cc(C(=O)NCCc2cn3ccccc3n2)cc(OC)c1OC	i	-0.7	i
Cc1[nH]c(C)c(S(=O)(=O)N2c3ccccc3CC2C)c1C(=O)N1CCCCC1 (stereo not given)	i	0.6	i
CNC(=S)NNC(=O)Cc1ccc(OC)cc1	i	-2.1	i
Cn1ncc([N+](=O)[O-])c1C(=O)Nc1ccn(Cc2ccccc2F)n1	i	0.0	i
CCn1c(SCC(=O)c2ccc(Cl)cc2)nnc1-c1ccoc1C	i	0.0	i
Cc1cc(C)c2c(=O)[nH]c(SCC(=O)N(C)C)nc2n1	i	-4.0	i
CC1CCN(C(=O)CSc2nnc(CNc3ccc(F)cc3)n2Cc2ccco2)CC1	i	5.9	i
CNC(=O)CS(=O)(=O)CC(=O)Nc1cc(OCCOC)c(Cl)cc1Cl	i	-1.5	i
O=C(COC(=O)/C=C/c1ccc(C(F)(F)F)cc1)NCC1CCCO1 (stereo not given)	i	/	i
Cc1ccccc1CN1CCN(C(=O)c2ccc(F)cc2)CC1	i	-0.5	i
CCn1nnc(NC(=O)c2ccccc2Br)n1	i	-0.9	i
N#CC1(c2ccccc2)CCC(NCCc2ccccc2)CC1 (stereo not given)	i	1.0	i
O=C(Cn1nc(CNc2ccc(Cl)cc2)[n+]2c1CCCCC2)c1ccc(Cl)cc1	i	-1.8	i
O=C(CCS(=O)(=O)c1cccs1)Nc1ccc(C(=O)NCc2ccc(F)cc2)cc1	i	0.0	i
CC(C)(C)c1ccc(S(=O)(=O)Nc2ccc3c(c2)COC3=O)cc1	i	-0.6	i
O=C(c1ccc(Cl)c(S(=O)(=O)N2CCCCCC2)c1)N1CCCC1	i	0.5	i
O=c1c2cccnc2[nH]c(=S)n1CCC1=CCCCC1	i	-0.9	i
COc1ccc(N2C(=O)NC(=O)C2=O)cc1	i	-2.1	i
Cc1nc(-c2ccc(C(=O)Nc3cc(S(N)(=O)=O)ccc3C)cc2)cs1	i	-0.4	i
CC(=O)Nc1sc2c(c1C(c1ccccn1)N1CCN(C)CC1)CCCC2 (stereo not given)	i	-0.8	i
COc1cc(Nc2nc3ccccc3nc2NS(=O)(=O)c2ccc([N+](=O)[O-])cc2)cc(OC)c1OC	i	0.3	i
C#CCOCCOCCOCCNc1nc(N2CCN(C(=O)Cn3cc(CCCN=C(N)N)nn3)CC2)nc(N2CCN(C(=O)[C@H]([C@@H](C)CC)n3cc(CCC(=O)O)nn3)CC2)n1	i	0.7	i
Cc1ccc(NC(=O)CCc2nnc3ccc(N4CCC5(CC4)OCCO5)nn23)nc1	i	2.4	i
Cc1csc(NC(=O)c2oc3ccccc3c2C)n1	i	-0.6	i
Cc1cccc(C(C)C)c1-n1nnnc1-c1ccccc1	i	0.2	i
CCCN(CCC)C(=O)C1CCN(c2ccc(S(=O)(=O)N3CCOCC3)cc2[N+](=O)[O-])CC1	i	-0.3	i
Cc1noc2ncnc(Oc3ccccc3)c12	i	-0.6	i
C=CCn1c(-c2cc(OC)c(OC)c(OC)c2)n[nH]c1=S	i	0.7	i
O=C(CCSCc1ccccc1)Nc1ccc2c(c1)OCCO2	i	1.1	i
Cn1c(=O)c2c(ncn2CC(=O)OCC(=O)Nc2ccc(Cl)cc2Cl)n(C)c1=O	i	-0.9	i
Cc1ccc(NNC(=O)C(O)(c2cccc(C(F)(F)F)c2)c2cccc(C(F)(F)F)c2)cc1	i	-2.2	i
CC(C)OCCCn1c(-c2ccco2)nc2nc3ccccc3nc21	i	1.2	i
CC(=O)c1c(N2CCN(c3cccc(Cl)c3)CC2)nc(=S)n(-c2ccccc2)c1C	i	0.2	i
COc1ccc(N2C(=O)CC(Nc3cccc(C(C)=O)c3)C2=O)cc1OC (stereo not given)	i	-0.2	i
Cn1nc(C(=O)NCc2ccccc2)cc1C(=O)NCc1ccccc1	i	-0.6	i
COc1cccc(OCc2cc(C(=O)N3CCC(C(O)C(C)C)CC3)no2)c1 (stereo not given)	i	-0.4	i
Cc1ccc2[nH]c(O)c(N=Nc3ccccc3C)c2c1	i	0.4	i
NC(=O)C1=C[C@@H](C2CCCCC2)C[C@@H](OCCCCO)O1	i	0.8	i
COc1ccc(C(=O)NC2CC(C)(C)Cc3c2cnn3-c2ccccc2C)c(OC)c1OC (stereo not given)	i	0.6	i
O=c1ccc(-c2ccc(S(=O)(=O)NCc3cccc(Br)c3)s2)n[nH]1	i	-0.3	i
CCOC(=O)c1[nH]c2ccc(Br)cc2c1NC(=O)CNC	i	0.0	i

(next part)
SMILES	CHT PAM	STK33 kinase inh	CHT inh
CN(C)c1oc(-c2ccc(Cl)cc2)nc1S(=O)(=O)c1ccccc1	i	0.6	i
C=C(C)c1ccc(C(C)(C)NC(=O)N(Cc2ccccc2)Cc2ccco2)cc1	i	-1.5	i
Nn1cnnc1N/N=C/c1cc([N+](=O)[O-])c(Cl)cc1Cl	i	-0.4	i
O=C(NCc1ccncc1)C(=O)NCC(c1ccco1)N1CCN(c2ccccc2)CC1 (stereo not given)	i	-0.4	i
CC(=O)Nc1ccc(NC(C)=C(C#N)C#N)cc1	i	-0.2	i
CN1C(=O)C(CCC(N)=O)NC1=S (stereo not given)	i	-0.1	i
COc1ccc(-c2sc(Nc3ccccc3)n[n+]2-c2ccc(F)cc2)c(OC)c1OC	i	0.0	i
COc1cccc(OC)c1C(=O)Nc1ccc(C)cc1C(=O)c1ccccc1	i	-0.9	i
COc1ccc(CCC(=O)Nc2ccc3c(c2)OCO3)cc1OC	i	0.7	i
O=C(NCCN1CCCCC1)Nc1ccc(Cl)cc1	i	-0.6	i
COc1cccc(NC(=O)c2ccccc2Br)c1	i	-1.1	i
CC(CNS(=O)(=O)c1ccc(Br)cc1)CN(C)C (stereo not given)	i	-2.0	i
CCc1noc(C)c1C(=O)NNC(=O)c1ccc(F)cc1	i	1.3	i
CCc1ccc(N(CC(=O)NC(C)C)C(=O)CCC(=O)Nc2ccccn2)cc1	i	2.3	i
COc1ccc(N2CCN(C(=O)CN3C(=O)c4ccccc4S3(=O)=O)CC2)cc1	i	-1.4	i
O=C(CSCc1ccc(Br)cc1)NCCc1ccccc1	i	0.6	i
O=C(NC1CCN(Cc2ccccc2)CC1)c1ccccc1OCc1ccccc1Cl	i	1.3	i
Cc1onc(-c2ccccc2Cl)c1C(=O)N(Cc1nc(-c2ccccc2)no1)C1CCCCC1	i	-1.2	i
O=C(COC(=O)c1cnccn1)Nc1cccc2ccccc12	i	0.1	i
Cc1ccc(NC(=O)c2cc([N+](=O)[O-])ccc2NCc2cccnc2)cc1	i	-0.9	i
CCCc1nnc(NC(=O)CCC(=O)N2CCN(Cc3ccc(OC)c(F)c3)CC2)s1	i	0.3	i
COc1cc(OC)c(OC)cc1CN1CCSCC1	i	-1.7	i
O=C1NCCCC1C(=O)N/N=C/c1cccc([N+](=O)[O-])c1 (stereo not given)	i	-1.4	i
Cc1ccc(C(=O)NCC(=O)NNC(=O)CN(C)S(=O)(=O)c2ccc(Cl)cc2)s1	i	-1.6	i
CCN(CC(=O)Nc1c(F)cccc1F)C(=O)COc1cccc2c1OC(C)(C)C2	i	-0.3	i
COC(=O)c1sccc1NC(=S)N1CCN(c2ccc(F)cc2)CC1	i	-1.2	i
CCc1ccc(NC(=O)c2noc(C(C)C)c2[N+](=O)[O-])cc1	i	-2.8	i
O=[N+]([O-])c1cccc(C(O)C23CN4CN(CN(C4)C2)C3)c1 (stereo not given)	i	-0.9	i
COc1cc(/C=N/N=C2/NC(=O)C(c3ccccc3)S2)ccc1O (stereo not given)	i	2.1	i
Cc1ccc(NC(=O)CCc2nnc3ccc(N4CCC5(CC4)OCCO5)nn23)cc1F	i	-0.5	i
Oc1oc(-c2ccc(Br)cc2)nc1/C=N/c1ccccn1	i	-0.5	i
Fc1cccc(F)c1-n1c(CN2CCOCC2)csc1=S	i	-2.4	i
CC1CCN(S(=O)(=O)c2ccc3c(c2)oc(=O)n3CC(=O)N2c3ccccc3CC2C)CC1 (stereo not given)	i	-1.5	i
CC(=O)Nc1ccc(S(=O)(=O)NCCC(=O)NCc2ccncc2)cc1	i	-0.6	i
CCCCC(=O)Nc1ccc(NC(=O)CC)cc1OC	i	-0.1	i
COc1ccc2[nH]c(=O)c(CN(CC3CCCO3)C(=S)Nc3ccc(C)cc3)cc2c1 (stereo not given)	i	-0.2	i
COCCNC(=O)COC(=O)c1nsc(Cl)c1Cl	i	0.0	i
CCOC(=O)c1ccc(S(=O)(=O)NNC(=O)c2cccc(N(C)C)c2)cc1	i	-0.3	i
Cc1cccc(NC(=O)CSCC(=O)Nc2ccc(S(=O)(=O)N3CCOCC3)cc2)c1	i	-2.7	i
Cn1c(NCc2cccc(Br)c2)nc2ccccc21	i	0.3	i
NC(=O)c1ccccc1OCCOc1ccc(Br)cc1	i	0.6	i
COCCCn1c(Cc2csc(Nc3cccc(Cl)c3)n2)nnc1SCC(=O)OC	i	-1.6	i
O=C(CN(c1ccc(F)cc1)S(=O)(=O)c1ccccc1)NC1CCCCCC1	i	-2.1	i
COc1ccc(OCCSc2nnc(C(C)NC(=O)c3ccccc3F)n2C)cc1 (stereo not given)	i	-2.2	i
O=C1NC(=O)/C(=C/c2cccc(O)c2)N1	i	-0.2	i
CSCC(C)N1CCC(CO)(CCc2ccccc2)CC1 (stereo not given)	i	-0.7	i
CCOc1ccc(C2C3=C(CCCC3=O)OC(N)=C2[N+](=O)[O-])cc1 (stereo not given)	i	-0.9	i
FC(F)(F)c1cccc(CON=C2CCN(c3ncc(C(F)(F)F)cc3Cl)CC2)c1	i	0.5	i
Cc1onc(-c2c(F)cccc2Cl)c1C(=O)N(C)CC(=O)Nc1cccc(F)c1	i	/	i
COc1cc(C(=O)Nc2nccs2)ccc1OCc1c(C)noc1C	i	4.0	i
Cc1ccc(C(=O)/C=C/Nc2ccc(S(=O)(=O)Nc3cc(C)nc(C)n3)cc2)cc1	i	-0.4	i
COC(=O)N1C(=O)[C@](c2ccccc2)(C2CCCC2)N1C(=O)OC	i	-0.5	i
